# HSP90 inh: inhibitors of HSP90 luciferase refolding in rabbit reticulocyte lysate | luciferase refolding luminescence, 3 h | inhibition, % at 5.6 µM | 290,000 compounds, 0.91% hits | AID 1789;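 active = inhibition above the screen-wide mean plus 3 SD, computed separately per campaign, cut at about 16% in these data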;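 also: 0% = DMSO wells and 100% = 60 µM geldanamycin wells; inhibitors lower the luminescence because luciferase stays unfolded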
# Platelet DG rel: modulates dense granule release in human platelets | inhibition, %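 (compounds screened at 7.5 µM in platelet-rich plasma)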 | 300,000 compounds, 0.22% hits | human platelet-rich plasma, SFLLRN dense granule ATP release, luminescence;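 active = mean replicate score, as percent of positive control, at or above 50; inconclusive = mean below 50 but at least one replicate at or above 50; inactive = mean and every replicate below 50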
# HSF1 activator: increases HSF-1 driven luciferase reporter signal | NIH3T3-HGL HSF-1 luciferase reporter, MG132, 8 h; 100% = twice DMSO control signal | activation, % at 9 µM | AID 504408 | 300,000 compounds, 1.7% hits;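 active = mean replicate activation of at least 50% with a set share of replicates each reaching 50%; inconclusive = only one of those two conditions met; inactive = mean below 50% and too few replicates reaching it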;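 also: 0% = median of the neutral control wells and 100% = twice that signal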
# aSyn UTR inh: 5' untranslated region of α-synuclein, MLPCN primary screen. 300,000 compounds, 0.82% hits. inhibition, % (tested at 7.5 µM). alpha-synuclein 5'UTR reporter, inhibitor activity; in the data active = inhibition above about 60%; inconclusive = no clear call, values can overlap the other calls;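 also: H4 neuroglioblastoma cells stably carrying SNCA 5'UTR luciferase fusion; 0% = DMSO wells and 100% = positive control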
# AI-2 QS modul: modulators of Vibrio harveyi AI-2 quorum sensing system | AID 2094 | Vibrio harveyi JMH597 AI-2 luminescence/OD600 ratio, 9 h; active compounds read low; strain lacks LuxN and CqsS sensors; 0 = neutral-control median | activity change, % at 7.5 µM | 300,000 compounds, 0.4% hits; in the data active = activity change below about -75%, passing the limit was not always enough; inconclusive = no clear call, values can overlap the other calls;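 also: luminescence divided by OD600 gain over 9 h not by final OD600 alone; inactives centre near 13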
# IEC-6 cytotox: kills IEC-6 intestinal cells in KLF5 counter-screen. IEC-6 cytotoxicity, luminescence viability. inhibition, % at 5 µM. 290,000 compounds, 0.78% hits. AID 1825; in the data active = inhibition above about 22%;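 also: 0% = plate median of test compound wells and 100% = cytotoxic reference compound wells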
# HSF1 inh: HSF1 inhibition; NIH3T3-HGL HSE-luciferase, MG132-induced, luminescence 8 h; active compounds read low; activity change, negative = inhibition, % at 7.5 µM (by protocol); 300,000 compounds, 0.77% hits;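 active = more than half of replicate wells show activity change below -50%, luminescence cut by over half; inconclusive = some wells, but at most half, below -50%; inactive = no replicate well below -50%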;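 also: luciferase reports HSF-1 transcriptional activity via heat shock element; 0% = median of DMSO wells and -100% = zero luminescence signal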
# KLF5 inhibitor: kruppel-like factor 5 inhibition | DLD-1 KLF5 promoter-luciferase reporter, luminescence | inhibition, % at 5 µM | 290,000 compounds, 0.23% hits;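 active = inhibition above a per-plate limit of that plate's mean compound inhibition plus 3 SD, cut at about 60% in these data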;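 also: 0% = DMSO wells and 100% = LY294002 at 200 µM; higher means less KLF5 promoter-driven luciferase light; inactives centre near -14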
# SKKanGAS inh: SKKanGAS growth inhibition. S. pyogenes SKKanGAS, kanamycin growth, BacTiter-Glo, 6 h. inhibition, % at 7.5 µM. 300,000 compounds, 1.3% hits;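 active = mean replicate score, as percent of positive control median, at least 50; inconclusive = mean below 50 but one replicate at or above 50; inactive = mean and every replicate below 50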;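 also: strain carries kanamycin resistance gene driven by streptokinase promoter and grows in 40 µg/ml kanamycin; loss of luminescence reflects streptokinase promoter inhibition or plain growth inhibition; 0% = median of DMSO wells and 100% = positive control at its reference dose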
# HIF activator: HIF pathway transcriptional activation; U2OS HRE-luciferase reporter, luminescence; normalized: DMSO 0%, desferrioxamine 100%; activation, % at 7.5 µM (by protocol); 300,000 compounds, 0.32% hits;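 active = mean activation of at least 10% of the iron chelator positive control signal, with at least half of replicates also reaching 10%; inconclusive = mean and replicate majority disagree about reaching 10%; inactive = mean and most replicates under 10%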
# The depositor's hits bear a star; ? = inconclusive; / = no result given. Not a hit list; any-hit rate near 6%.
SMILES,HSP90 inh,Platelet DG rel,HSF1 activator,aSyn UTR inh,AI-2 QS modul,IEC-6 cytotox,HSF1 inh,KLF5 inhibitor,SKKanGAS inh,HIF activator
Cc1ccc2cc(C(c3nnnn3C(C)(C)C)N3CCCCCC3)c(=O)[nH]c2c1 (configuration not stated),0,-7,/,14,4,-3,/,15,16,0.7
CC(NC(=O)Cc1cccs1)c1ccncc1 (configuration not stated),1,-4,0,11,48,3,-5,-16,-4,-0.2
COCCNc1nnc(SCC(=O)NNC(=O)c2ccc([N+](=O)[O-])cc2)s1,/,9,-12,4,14,/,-1,/,-6,1.2
O=C(C1=C[C@@H](C2CCCCC2)C[C@@H](OCc2ccc(CO)cc2)O1)N1CCOCC1,0,-1,-3,-12,7,2,-2,-28,1,0.0
COc1nnc(-c2ccc(C)c(S(=O)(=O)N(C)C)c2)c2ccccc12,-1,-3,-13,-10,30,-1,-5,-33,0,-19
O=C(Nc1ccccc1Oc1ccsc1C(=O)O)c1ccccc1F,1,-2,-21,-18,3,4,-11,-6,0,1.0
Cc1ccsc1C1C=C(c2cccc(Br)c2)Nc2ncnn21 (configuration not stated),3,-4,-5,9,6,10,-2,-2,?,-0.3
O=C(Nc1ccccc1)N1CCn2c1nc1ccccc12,4,-8,-3,33,-6,13,-5,9,11,0.6
CCOC(=O)Cc1c(C)nc(SC)[nH]c1=O,-2,0,-2,12,20,-6,-7,-21,-1,-0.3
COC(=O)NNC(=O)c1ccccc1OC,9,4,-12,-2,-12,4,-3,-13,0,-0.1
COc1ccc(OCc2nnc(SCC(=O)N3CCCC3)o2)cc1,-3,-23,-11,14,65,-2,-1,-8,3,-0.1
CCN(CC(=O)Nc1ccccc1OC)C(=O)/C=C/c1cccs1,/,2,-5,-12,28,/,-1,/,-7,0.8
CC/C(C)=N\NC(=O)CNC(=O)c1ccc(Cl)cc1Cl,-1,0,0,-1,18,-5,-12,8,0,-0.1
COc1ccccc1/C=C/C1(C(=O)NC2CCCC2)CC(=O)N1c1ccccc1 (configuration not stated),3,3,-10,-138,19,5,-2,-4,11,-0.1
COCc1cc(C)nc(Nc2ccccc2OC)c1C#N,-3,3,-7,8,27,0,-4,-8,-4,-1.6
O=C(NC(Cc1ccccc1)C(=O)O)/C(=C/c1ccc([N+](=O)[O-])cc1)NC(=O)c1ccccc1 (configuration not stated),8,5,28,-16,/,-6,-1,-15,-16,-1.5
CCCn1nc(CC(=O)OCC)c2ccccc2c1=O,0,4,7,11,15,2,5,11,6,-16
O=C(NC12CC3CC(CC(C3)C1)C2)N1CC2Cc3cccc(=O)n3C(C2)C1 (configuration not stated),0,-2,-11,-5,-13,2,-4,11,-3,0.4
CCCN(CCC)C(=O)Cn1c(=O)n(CCCC(=O)NCc2ccco2)c(=O)c2sccc21,1,18,-11,10,13,-6,-8,1,-17,-0.2
CCN(CC(=O)NCc1cccs1)C(=O)c1cccc(S(=O)(=O)N2CCc3ccccc32)c1,4,-6,-7,5,27,-4,-8,12,3,-0.1
CCOC(=O)CN1N=C(/C=C/c2ccc(OCC)cc2)CCC1=O,1,5,5,0,-3,4,5,-5,-10,0.4
CCOc1ccccc1NC(=O)C1(S(=O)(=O)c2ccc(Cl)cc2)CC1,0,3,40,3,-2,-4,22,-2,3,-0.6
CCOCCN1CCN(c2c(C)c(C)nc3cc(-c4cc(OC)cc(OC)c4)nn23)CC1,-2,0,39,-57,17,2,5,-27,7,/
Cn1c(C(=O)NCc2ccco2)cc2c(=O)[nH]c3ccccc3c21,5,3,-8,0,12,2,-2,-17,3,0.0
Nc1ccc2c(c1)C(=O)N(CC1CCCO1)C2=O (configuration not stated),1,-3,-6,-12,8,8,-3,19,-6,0.0
CC(=O)Nc1ccc(CN2CCCN(C)CC2)cc1,8,0,-4,0,10,0,-6,-11,-3,0.4
O=C(NCC(=O)N1CCN(c2ccccc2)CC1)c1ccc(Br)o1,-1,10,7,4,25,3,1,-41,-3,-0.2
Cc1ccc(-c2csc3nc(SCC(N)=O)n(Cc4ccccc4)c(=O)c23)cc1,-1,17,16,39,4,10,14,-34,15,0.1
COc1ccc(-c2cc(-c3ccc(Br)cc3)nc3ncnn23)cc1OC,3,7,-17,6,9,3,2,-18,17,-0.2
COc1ccc(OCc2cc(C(=O)NCCCc3ccccc3)no2)c(Cl)c1,-1,-3,1,-17,25,-1,-4,-14,12,-0.9
CCCc1nc(SCC(=O)NCc2ccco2)c2c(=O)n(C)c(=O)n(C)c2n1,5,-3,-14,11,18,0,-2,-11,-6,-0.4
CCC(CC)NC(=O)Cc1ccc(F)cc1,3,3,-20,-5,11,-4,-10,-1,-4,-0.9
COc1ccc(NC(=O)NNC(=O)C(O)(c2ccccc2)c2ccccc2)cc1,-1,8,-2,-2,-2,-2,-2,-8,-5,1.0
Cc1ccc(-c2noc(CCC(=O)NC3CCCc4ccccc43)n2)cc1 (configuration not stated),0,-15,-28,-2,7,-2,-13,-28,0,-0.4
COc1cccc(NS(=O)(=O)NC(=O)c2c[nH]c3ccccc23)c1,-2,-28,0,-63,33,-5,-3,-22,1,1.3
CCCC(=O)Nc1ccc(-c2csc(NNC(C)=O)n2)cc1,10,0,9,-7,30,-4,-5,-14,-3,-0.4
COc1ccc(/C=N/NC(=O)CCN2CCN(c3ccccc3)CC2)c(OC)c1OC,0,21,-18,35,8,0,-1,-21,2,-0.4
CCCOC(=O)c1ccc(NC(=O)/C=C/c2cccs2)cc1,-6,-1,44,-209,27,-5,12,-77,6,1.9
Cc1ccc2nc(NC(=O)C3CCCN(S(=O)(=O)c4cccc5nonc45)C3)sc2c1 (configuration not stated),-3,-1,4,2,20,-3,7,-21,33,-0.4
CCCc1n[nH]c2c1/C(=N\O)CCC2,5,7,-4,-6,16,0,-9,-8,2,-0.2
CCOC(=O)c1c(C)[nH]c(C(=O)COc2ccc3c(c2)OCO3)c1C,-1,10,-8,-52,0,-5,8,-53,26,0.3
CC(c1nccs1)N(C)c1nc2nonc2nc1N(C)C (configuration not stated),-1,-2,/,13,10,-1,/,-10,1,/
Cc1nnc(SCC(=O)N2N=C(c3ccc(Cl)cc3)CC2c2ccco2)[nH]c1=O (configuration not stated),3,-1,4,-15,9,-6,-6,-35,5,-0.3
CCOC(=O)Nc1ccc2nc3n(c(=O)c2c1)CCCCC3,1,-12,18,-79,22,3,18,-36,10,3.3
O=c1c2cc(N3CCOCC3)ccc2[nH]c(=S)n1Cc1ccccn1,3,-4,67*,-4,10,-16,28,-10,6,0.6
Cc1cc(C)c(S(=O)(=O)N2CCN(C(=O)C(C)Cn3cncn3)CC2)c(C)c1 (configuration not stated),2,3,-1,7,/,-4,-8,6,-12,-0.7
O=C(NCCCN1CCOCC1)C(Sc1ccccc1)c1ccccc1 (configuration not stated),0,-18,-1,-21,12,-7,-4,-26,-1,-0.3
CCN(CC)S(=O)(=O)c1ccc2c(c1)c(=O)c(C(=O)NCCc1ccc(OC)c(OC)c1)cn2C,-2,1,8,18,10,2,5,-12,-1,-0.7
CCOC(=O)c1c(C)oc2ccc(NS(=O)(=O)c3ccc(C(=O)O)cc3)cc12,-1,0,9,3,24,-1,-3,-29,2,0.0
COc1ccc2[nH]c(=O)c(CN(C(=O)c3cccnc3)c3ccccc3C)cc2c1,0,3,-2,-7,7,-3,2,-1,1,0.9
O=C(Nc1ccccc1N1CCOCC1)c1ccco1,-3,7,0,23,4,-6,-3,-42,-2,0.4
COc1cc(/C=N/NC(=O)CCC(=O)NCc2ccccc2)cc(OC)c1OC,1,-1,5,6,-4,8,0,-1,7,0.2
Cc1ccc(OC(=O)CCN2C(=O)c3ccccc3C2=O)cc1C,1,10,-3,-4,3,5,-6,-31,-3,-0.8
COc1ccc(NC(=O)C2(c3ccc(NC(=O)c4ccc(OC)c(OC)c4)cc3)CCCC2)cc1,-4,12,-2,12,-1,3,1,-4,2,-0.9
CCN(CC(=O)Nc1ccccc1C(F)(F)F)C(=O)/C=C/c1ccc(Cl)c([N+](=O)[O-])c1,/,3,0,11,3,/,0,/,23,1.0
COc1ccccc1CC(=O)Nc1cccc2ccccc12,-1,-5,1,-6,16,-2,-3,-35,8,0.4
O=C(c1ccc(Cl)c(Cl)c1)c1cc(-c2ccccn2)c(N2CCOCC2)s1,1,-6,40,-14,0,2,13,-12,1,-0.4
Cc1ccc(C(=O)Oc2ccccc2N2C(=O)C3CCC(C)CC3C2=O)cc1 (configuration not stated),-5,4,26,-34,7,-7,17,-20,-6,-0.3
COc1cc(OC)c(-c2cc(C(=O)O)ccc2OC)c(OC)c1,-2,1,-8,3,26,10,7,6,-5,-0.5
CC(C)NC(=O)c1ccccc1NC(=O)Cc1ccc(Cl)cc1,-4,-6,9,-14,2,-2,5,-20,-16,-0.1
# Following part:
SMILES,HSP90 inh,Platelet DG rel,HSF1 activator,aSyn UTR inh,AI-2 QS modul,IEC-6 cytotox,HSF1 inh,KLF5 inhibitor,SKKanGAS inh,HIF activator
Cc1c(Cl)cccc1NC(=O)CC1Oc2ccccc2NC1=O (configuration not stated),2,15,13,4,20,1,-2,-22,-3,1.0
CCOC(=O)Nc1ccc(S(=O)(=O)Nc2cc(C)nc(C)n2)cc1,5,5,-7,0,19,2,0,4,1,0.4
CC(C)(CNC(=O)c1ccc(S(=O)(=O)Nc2ccccc2F)cc1)N1CCOCC1,/,-40,0,10,0,/,-3,/,31,0.5
O=C(c1cc(COc2ccc(F)cc2Cl)on1)N1CCc2ccccc2C1,-3,-9,5,23,13,-5,7,-23,-7,1.1
Cn1c(O)c(N=Nc2ccccc2[N+](=O)[O-])c2ccccc21,0,-1,41,-65,13,6,25,-16,-9,3.6
Cc1occc1C(=O)N1CCN(S(=O)(=O)c2ccccc2)CC1,4,-2,4,0,22,2,-6,-37,0,-0.4
Cn1c(=O)[nH]c(=O)c2c1nc(CN1CCN(c3ccc(F)cc3)CC1)n2CCCc1ccccc1,-1,4,0,18,11,5,1,-3,5,-0.5
COc1cc2c(cc1NC(=O)C(C)NCc1ccccc1)oc1ccccc12 (configuration not stated),4,1,30,-52,-11,5,-1,-9,2,1.2
O=C(/C=C/Nc1ccc(F)cc1F)c1cccs1,-3,36,77*,-13,-9,-2,30,-43,2,-0.9
O=C(CN1CCCCCC1)Nc1cccc2c1OCO2,-3,-14,-14,-3,7,1,-8,20,-2,-0.5
O=[N+]([O-])c1cc(Cc2ccccc2)cc(C=Nc2ccc(N3CCOCC3)cc2)c1O,2,-3,-30,22,42,-6,-24,-25,11,-0.7
Fc1cc(F)cc(-c2oncc2-c2nnnn2-c2ccccc2)c1,5,-1,-58,17,0,1,-47,6,-2,0.2
COC(=O)N/N=C/c1ccc(OC(=O)/C=C/c2ccco2)cc1,-1,8,-5,-38,19,-8,-6,-18,-1,-0.2
Cc1cc(NS(=O)(=O)c2ccc(NC(=O)CSc3nnc(-c4ccco4)n3N)cc2)nc(C)n1,4,-12,2,-22,11,2,3,14,5,-0.3

# Screens (PubChem)
